# SENP7 block: blocks the human protease SENP7; Q9BQF6; 330,000 tested, 1.5% active; inhibition, % at 5 µM; recombinant SENP7, Z-RLRGG-aminoluciferin luminescence, 40 min;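 active = inhibition above about 50% at the single test dose, limit read from the data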;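 also: plate controls were DMSO with enzyme for no effect and no enzyme buffer wells for full effect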
# SENP6 inh: blocks the human protease SENP6. Q9GZR1. Recombinant SENP6 catalytic domain, aminoluciferin luminescence. inhibition, % at 10 µM. 330,000 tested, 1.8% active. AID 2599;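 active = inhibition above about 50% at the single tested dose, limit read from the data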;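 also: plate controls were DMSO wells with enzyme for no effect and DMSO wells lacking enzyme for full effect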
# SENP8 block-1: inhibitors of human SENP8 protease. inhibition, % at 20 µM. 360,000 tested, 0.64% active. recombinant SENP8, Nedd8 substrate fluorescence. AID 602440. Q96LD8; in the data active = inhibition mostly above about 40%, no sharp cut-off; inactive = mostly below about 27%
# Apaf1 inhib: blocks human Apaf-1 apoptosome activity; O14727; reconstituted apoptosome caspase-3 activity, DEVD-Rh110 fluorescence; inhibition, % at 20 µM; 330,000 tested, 0.71% active; AID 489030; active = inhibition of at least 40% at 20 µM;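 also: plate controls were DMSO wells for no effect and DEVD-CHO caspase inhibitor wells for full effect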
#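 Material: reconstituted apoptosome with Apaf-1, cytochrome c, caspase-9, procaspase-3, dATP / Buffer or medium: pH 7.5 Hepes buffer with CHAPS, BSA, DTT / Also added: cytochrome c with DEVD-Rh110 / Schedule: compound with Apaf-1, dATP, procaspase-3 30 min, then 50 min reaction, room temperature / Technique: rhodamine 110 fluorescence at Ex 480/Em 540 nm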
# HKDC1 inhibitor: blocks human hexokinase HKDC1 activity | recombinant HKDC1, G6PDH/diaphorase resazurin coupled fluorescence | inhibition, % at 20 µM | 340,000 tested, 0.16% active | AID 493160;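 active = inhibition above about 35% when tested at 20 µM, limit read from the data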;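 also: plate controls were DMSO wells with enzyme for no effect and DMSO wells lacking enzyme for full effect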
# Target sequence (Q2TB90 whole entry, looked up): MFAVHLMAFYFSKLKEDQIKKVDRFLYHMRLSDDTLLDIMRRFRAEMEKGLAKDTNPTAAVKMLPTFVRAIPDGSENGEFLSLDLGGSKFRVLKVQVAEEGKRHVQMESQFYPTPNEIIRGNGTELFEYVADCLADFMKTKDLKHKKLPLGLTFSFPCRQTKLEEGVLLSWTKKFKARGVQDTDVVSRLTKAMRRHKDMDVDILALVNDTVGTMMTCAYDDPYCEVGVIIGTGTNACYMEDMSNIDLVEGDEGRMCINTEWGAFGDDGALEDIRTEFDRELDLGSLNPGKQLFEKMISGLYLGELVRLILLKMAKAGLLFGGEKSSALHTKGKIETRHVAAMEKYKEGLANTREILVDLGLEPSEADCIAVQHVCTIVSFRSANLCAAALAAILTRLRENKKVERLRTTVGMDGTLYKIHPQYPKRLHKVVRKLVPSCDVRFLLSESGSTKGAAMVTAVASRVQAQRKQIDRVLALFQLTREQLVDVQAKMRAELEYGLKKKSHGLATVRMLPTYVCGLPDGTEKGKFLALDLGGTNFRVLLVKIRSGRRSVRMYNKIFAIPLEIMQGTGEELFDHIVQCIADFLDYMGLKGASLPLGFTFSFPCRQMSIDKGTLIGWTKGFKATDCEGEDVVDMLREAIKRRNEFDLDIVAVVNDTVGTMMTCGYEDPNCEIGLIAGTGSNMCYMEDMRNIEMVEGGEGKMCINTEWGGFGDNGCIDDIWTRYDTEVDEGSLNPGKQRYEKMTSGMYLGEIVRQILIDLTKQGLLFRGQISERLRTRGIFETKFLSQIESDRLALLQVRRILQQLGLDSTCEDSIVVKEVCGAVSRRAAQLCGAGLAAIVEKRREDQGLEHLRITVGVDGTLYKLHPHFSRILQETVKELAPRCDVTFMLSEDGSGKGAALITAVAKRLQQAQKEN
#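 Material: recombinant HKDC1 hexokinase; Amount: HKDC1 at 5 µg/mL; Medium: Tris pH 8.0 buffer with MgCl2, Tween-20, BSA, BME; Schedule: 90 min reaction incubation at room temperature, dark; Technique: coupled resazurin fluorescence, excitation 525 nm, emission 613 nm.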
# SENP1 inh: blocks the human SENP1 SUMO protease catalytic domain; inhibition, % at 10 µM; recombinant SENP1 catalytic domain, CyPet-SUMO1-YPet FRET cleavage; 360,000 tested, 0.21% active; Q9P0U3;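 active = inhibition at least 30% at 10 µM, raw YFP signal under a set limit, fluorescence ratio 0.5 to 1.5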;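 also: 0% = enzyme with DMSO and 100% = no enzyme wells; some results filed as inactive read as strong as hits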
#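 Material – human SENP1 catalytic domain · Input – SENP1 enzyme, 20 pM final · Compound dosing – single concentration of 10 µM compound, 0.5% DMSO final · Timing – enzyme reaction for 50 min at room temperature, dark · Measured by – FRET fluorescence in CFP and YFP emission channels · Control set – no-enzyme wells low, DMSO-plus-enzyme wells high control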
# SENP8 block-2: blocks the human protease SENP8 | purified SENP8, Z-RLRGG-aminoluciferin cleavage, luminescence | Q96LD8 | inhibition, % at 10 µM | AID 2540 | 330,000 tested, 1.2% active; in the data active = inhibition above about 50%
# PfGluPho inh: PfG6PD (Plasmodium falciparum) enzyme inhibition; PfGluPho enzyme, NADPH resazurin-diaphorase fluorescence; inhibition, % at 20 µM; 350,000 tested, 0.78% active; AID 504690;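 active = inhibition reaching at least a set limit at 20 µM in the primary screen, cut at about 59% in these data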;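 also: 0% = DMSO wells with substrate and 100% = DMSO wells lacking glucose-6-phosphate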
# The depositor's hits bear a star; i = inactive; . = not tested or not shown; & = joins results of further samples. Compounds as they come. Share with any hit: about 3.6%.
SMILES,SENP7 block,SENP6 inh,SENP8 block-1,Apaf1 inhib,HKDC1 inhibitor,SENP1 inh,SENP8 block-2,PfGluPho inh
O=C(O)c1cc(=O)n(Cc2ccccc2)c(=O)[nH]1,.,.,16.2,.,-7.7,3.1,.,-10.5
Cc1cc(=O)[nH]c2c1c(C)nn2C(C)(C)C,-3.9,-22.7,16.8,-4.5,-5.6,0.0,-5.9,-2.9
O=C(COc1cccc2cccnc12)NCc1cccs1,8.4,5.3,-17.1,4.8,-2.6,-10.8,6.4,16.8
CC(=O)C1(O)CCC2C3CC(C)C4=CC(=O)C=CC4(C)C3(F)C(O)CC21C (stereo unspecified),.,.,2.6,.,-3.4,5.4,.,15.0
CCOC(=O)c1c(S(=O)(=O)N2CCCC2)c(C)n(C)c1C,-2.8,2.1,3.1,-2.4,-3.9,1.9,14.4,-8.4
Cc1ccc(NC(=O)COC(=O)c2ccc3c(c2)OCCO3)cc1S(=O)(=O)N1CCOCC1,4.0,-0.4,12.0,28.1,-10.1,3.5,-4.9,-8.0
CN(c1ccccc1)c1nc(N)c([N+](=O)[O-])c(Nc2ccccc2F)n1,6.4,19.5,33.4,24.8,2.6,-0.1,-5.2,13.8
COc1cccc2cc(/C(=N/O)c3ccc(Br)cc3)oc12,2.4,-20.7,-13.1,9.1,-2.8,3.0,-8.4,4.3
CC(C)NS(=O)(=O)c1ccc(NC(=O)C(C)OC(=O)C2CCC2)cc1 (stereo unspecified),2.6,18.7,8.7,5.1,-0.3,1.9,2.0,0.1
COc1cc(CC(=O)OCC(=O)NC(C)c2ccccc2)cc(OC)c1OC (stereo unspecified),6.8,13.4,0.3,-4.5,1.1,2.4,0.8,-5.5
C/C(=N\NC(N)=O)c1ccccc1Cl,7.3,2.7,1.7,-13.0,-5.9,0.4,-6.8,-5.5
COc1cc(Br)c(CN2CCCN(C)CC2)cc1OC,-15.6,-1.6,12.8,5.0,-6.3,1.4,-4.8,-1.1
Cc1nnc(SCC(=O)N2CCC(C(=O)Nc3nccs3)CC2)n1Cc1ccccc1,.,.,12.6,.,-7.3,-1.8,.,-11.7
CC(C)(C)Nc1nc(Oc2ccc(=O)[nH]n2)nc(N2CCOCC2)n1,-0.6,-0.1,11.4,4.9,-9.8,2.9,7.3,-19.0
CC(=O)C1=C(O)C(=O)N(c2ccc(C)cc2)C1c1ccccn1 (stereo unspecified),0.9,-8.7,-35.9,-3.2,4.9,0.2,-6.2,-18.4
Cc1ccc(C(=O)c2coc3cc([N+](=O)[O-])c(O)c([N+](=O)[O-])c23)cc1,1.4,8.7,46.8*,19.1,14.6,5.4,-11.9,13.4
COc1ccc(OCCSc2nc(C)c(Cc3ccccc3)c(=O)[nH]2)cc1,-6.5,2.1,10.8,2.9,-6.7,0.6,-7.1,-17.3
Cc1ccc(C(=O)N2CC(C)OC(C)C2)cc1S(=O)(=O)N1CCCCC1 (stereo unspecified),-7.8,-1.0,6.3,-12.2,0.8,0.4,9.1,-13.8
CC1(C)CC(=O)c2c(O)cc(OCC(=O)Nc3ccc(CCO)cc3)cc2O1,2.5,6.9,26.8,-2.3,-5.5,1.1,-3.5,-8.5
CCOC(=O)c1nc(C)sc1-c1ccnn1S(=O)(=O)c1ccc(Cl)cc1Cl,8.3,-4.3,5.6,14.7,1.6,0.5,-9.8,33.2
CCCc1nn(CCc2ccccn2)c(N)c1CC,4.3,2.2,13.6,-2.2,-2.4,1.7,5.0,-1.6
C/C(N)=C(/C#N)C(=O)CSc1nnc(Nc2c(C)cccc2C)s1,0.7,-6.4,8.6&18.0,15.2,2.9&2.5,2.7&1.7,-0.1,10.1&-3.9
COc1ccccc1-c1ccc(=O)n(CC(=O)NC2CCc3ccccc32)n1 (stereo unspecified),-5.2,3.3,-67.6,0.7,-8.3,1.1,-11.2,-3.3
CC(C)(C)C(=O)COC(=O)c1cc2ccccc2cc1O,-5.6,-11.3,-44.8,7.0,-3.7,-20.2,-4.4,10.0
Cc1ccc(N(CC(=O)Nc2ccc(C)cn2)S(=O)(=O)c2c(C)nn(C)c2C)cc1,9.0,-7.2,20.8,9.4,3.6,1.6,0.1,-16.2
CC(=O)NC(Cc1c[nH]c2ccccc12)C(=O)NCCc1ccccn1 (stereo unspecified),-7.1,19.3,14.3,2.0,-6.4,0.6,-7.1,2.6
Cc1nc2ccc([N+](=O)[O-])cc2c(=O)n1Cc1cccc(F)c1,-4.3,-4.0,13.1,13.2,-4.0,0.4,-1.1,1.6
Cc1cc(NC(=O)NC(=O)c2cccc(OC(F)(F)C(F)F)c2)n[nH]1,5.8,-1.5,6.8,0.6,-1.7,1.0,-1.1,-10.1
Cc1ccc(N(CC(=O)N2CCN(c3ccc(F)cc3)CC2)S(=O)(=O)c2c(C)nn(C)c2C)cc1,-14.7,-2.4,11.6,8.7,-0.9,-1.7,-8.5,-3.0
O=C(CCSCCC(=O)NCc1ccc(F)cc1)NCc1ccc(F)cc1,1.1,-0.6,11.5,2.0,14.8,-0.1,0.4,-30.1

# Reprinted from the part before: 4 compounds, followed by the next part.
SMILES,SENP7 block,SENP6 inh,SENP8 block-1,Apaf1 inhib,HKDC1 inhibitor,SENP1 inh,SENP8 block-2,PfGluPho inh
Cc1nc2ccc([N+](=O)[O-])cc2c(=O)n1Cc1cccc(F)c1,-4.3,-4.0,13.1,13.2,-4.0,0.4,-1.1,1.6
Cc1cc(NC(=O)NC(=O)c2cccc(OC(F)(F)C(F)F)c2)n[nH]1,5.8,-1.5,6.8,0.6,-1.7,1.0,-1.1,-10.1
Cc1ccc(N(CC(=O)N2CCN(c3ccc(F)cc3)CC2)S(=O)(=O)c2c(C)nn(C)c2C)cc1,-14.7,-2.4,11.6,8.7,-0.9,-1.7,-8.5,-3.0
O=C(CCSCCC(=O)NCc1ccc(F)cc1)NCc1ccc(F)cc1,1.1,-0.6,11.5,2.0,14.8,-0.1,0.4,-30.1
CCN(CC(=O)Nc1ccccc1C(F)(F)F)C(=O)c1ccc(N2C(=O)CCC2=O)cc1,9.5,-18.6,6.4,1.6,-5.8,2.4,-3.0,-1.4
Cc1ccc(S(=O)(=O)N(CC(=O)N2CCCCCC2)c2ccccc2)cc1,-3.2,-0.6,-1.0,-6.8,-7.7,0.0,0.8,0.4
Cc1ccc(-c2nc(N)n(C(=O)Cc3ccccc3)n2)cc1,-6.6,-2.9,26.0,10.6,4.7,1.7,-10.6,-7.9
CCCCc1nc(Cl)c(CO)n1Cc1ccc(-c2ccccc2-c2nnn[nH]2)cc1,-6.5,-25.6,0.4,0.5,-2.1,0.3,-10.2,-30.3
CC(OC(=O)c1cc(=O)[nH]c2ccccc12)C(=O)Nc1ccccc1F (stereo unspecified),-6.5,-7.5,-309.5,3.0,-2.2,6.7,-5.0,-6.6
COc1ccc([C@@H]2CC=C(C(=O)O)[C@H](c3ccc(C(C)(C)C)cc3)N2S(=O)(=O)c2ccc(C)cc2)cc1OC,1.3,-9.1,1.5,23.6,4.2,1.9,-1.2,-1.7
CN1/C(=C\C=C2\N=C(c3ccc(F)cc3)OC2=O)C(C)(C)c2ccccc21,-0.5,-8.0,-275.4,-2.2,-2.6,-13.9,4.3,47.3
COc1ccc(C(C(=O)NC2CCCCC2)N(Cc2cccs2)C(=O)Cc2c[nH]c3ccccc23)cc1OC (stereo unspecified),3.8,3.2,12.9,16.4,-10.2,-34.1,2.9,-0.1
COC(=O)C1=C(NC(C)=O)CCS1,-5.2,-38.7,4.8,4.7,-2.5,1.7,-10.0,2.1
CC(OC(=O)C1=COCCO1)C(=O)NC1(C#N)CCCCC1 (stereo unspecified),2.6,15.7,13.5,-4.1,-6.2,0.2,-7.1,0.6
CCOC(=O)CC1C(=O)NCCN1C1CCCC1 (stereo unspecified),2.1,-7.8,16.5,-20.8,-6.3,0.0,-8.3,5.4
O=C(c1ccco1)N1C(=O)c2cccc3c(S(=O)(=O)N4CCCC4)ccc1c23,7.1,-6.0,i,3.5,2.8,-56.5,-4.9,7.6
Nc1nc(SCc2ccc(Cl)cc2Cl)n[nH]1,0.9,-1.3,-7.5,-2.2,1.2,1.4,0.8,25.9
O=C(CN1C(=O)NC(c2ccccc2)(c2ccccc2)C1=O)Nc1ccc2[nH]c(=O)[nH]c2c1,5.3,2.2,2.3,-15.5,3.5,-2.2,-0.2,21.2
CC(=O)NCCn1c(SCc2ccc(C)cc2)nc2ccccc2c1=O,-2.6,-10.3,7.2,2.4,-1.8,2.8,-7.7,5.6
CCOC(=O)c1[nH]c2ccc(OC)cc2c1NC(=O)CN1CCN(c2ccccn2)CC1,-6.6,-4.2,.,6.0,.,.,-7.7,.
Cc1ccccc1N1CCN(CCN2C(=O)CC(=C3c4ccccc4-c4ccccc43)C2=O)CC1,-2.6,-3.0,25.4,22.1,-1.0,17.6,-6.3,3.0
Cc1nn(-c2ccccn2)c2c1C(=O)CC(C)(C)C2Br (stereo unspecified),-11.3,-6.6,25.4,0.5,-8.1,1.0,-12.6,-3.2
COc1cc(CNCCc2ccccc2)ccc1OCc1ccc(Cl)nc1,-2.4,-9.3,15.9,-4.7,-13.0,1.1,8.3,50.5
CCOC(=O)c1c(N=CN(C)C)c(C#N)n2c1CCC2,-0.8,8.7,14.7,-6.0,-2.0,1.9,5.9,-6.5
Cc1nnc(SCC(=O)N2c3ccccc3Sc3ccccc32)n1N,0.3,-6.5,8.1,-14.7,-2.5,1.2,1.3,-1.4
Cc1c(C(=O)NCc2cccs2)oc2ccccc12,3.7,0.8,4.3,-10.2,3.9,-0.3,-6.2,-5.0
c1ccc(CCc2ccccc2-c2nc(-c3cccnc3)no2)cc1,1.2,-10.1,0.5,23.8,2.0,-1.1,-9.6,-2.5
O=[N+]([O-])c1ccccc1N=Nc1c(O)[nH]c2ccc(F)cc12,.,.,27.8,.,4.9,1.8,.,7.7
CSc1ccccc1NC(=O)c1ccc([N+](=O)[O-])cc1,-10.2,-11.4,14.3,-1.8,1.6,0.3,-1.2,-11.4
CCOC(=O)c1sc(NC(C)=O)c(C(=O)OCC)c1C,-0.7,-0.5,13.0,3.8,2.7,-2.3,0.8,5.9
O=C(Cn1cc([N+](=O)[O-])cn1)N1CCN(c2ccccc2)CC1,-8.8,3.3,5.9,-11.0,-3.3,0.5,0.0,-11.7
Cc1cc(C)cc(N(CC(=O)NC2CCCC2)S(=O)(=O)c2c(C)[nH]c(=O)[nH]c2=O)c1,-2.9,4.9,15.2,-5.6,-7.0,2.1,-2.7,-8.8
O=C1NC(=O)C2(COC3(CCCC3)OC2)S1,-1.6,25.2,23.4,3.0,0.7,0.8,0.5,-6.9
COc1ccc2cc3cc(C(=O)NCc4cccnc4)oc3nc2c1,5.6,2.6,-422.6,9.4,-0.8,-0.2,1.6,-13.2
O=C(O)CN1C(=O)/C(=C\c2cc(Br)ccc2OCc2ccc(Cl)cc2)SC1=S,.,.,-9.1,.,27.2,3.9,.,-26.3
CC[C@]12CCCN3CCc4c(n(c5ccccc45)C(=O)C1)[C@@H]32,0.9,-6.2,-1.2,-1.6,-8.0,0.5,3.3,3.8
